From PubChem
SW480 rereplic: induces DNA re-replication in SW480 colon adenocarcinoma cells; SW480 DNA re-replication, Hoechst DNA content imaging, 48 h; Potency, µM (titrated, usually from 46.1 µM), for the others: at the highest dose re-replication activation, usual class: activators; 340,000 tested, 1.8% active; further: % of control where 0% means no effect; nearly all actives have a fitted effect of over 55% in size
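Per well, 250 cells were exposed to pinned compound for 48 hr. Nuclear DNA was visualised with Hoechst (40 min, 37 C) and total object intensity recorded by fluorescence scanning.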
HT1080NT lethal: kills 2HG-producing HT-1080-NT fibrosarcoma cells. Potency, µM (doses to about 46.1 µM), for the others: top-dose activity, negative = less viability, hits mostly cytotoxic. HT-1080-NT fibrosarcoma viability, CellTiter-Glo ATP luminescence, 48 h. AID 686970. 360,000 tested, 1.6% active;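 further: NT is the 2HG producing partner of a matched IDH1 knockdown line; 0% = DMSO-treated cells and -100% = media-only wells without cells; nearly all actives have a fitted effect of over 55% in size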
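Viability of the 2HG-overproducing fibrosarcoma line after 48 hours of compound exposure at 37 degrees C was determined by luminescence with CellTiter-Glo, and concentration-effect curves were then fitted and categorized.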
GLP-1R inv ag: acts as inverse agonist at human GLP-1 receptor | HEK293 GLP-1R CRE-luciferase, luminescence, 24 h; GLP-1R form is constitutively active | Potency, µM (highest dose often 38.3 µM), for inactives: top-dose activity change, negative = inhibition, actives largely listed as inhibitors | 410,000 tested, 1.6% active; further: on the % scale 0 is the no-effect control and ±100 the full control effect; nearly all actives have a fitted effect of over 55% in size
Target sequence (P43220 whole entry, looked up): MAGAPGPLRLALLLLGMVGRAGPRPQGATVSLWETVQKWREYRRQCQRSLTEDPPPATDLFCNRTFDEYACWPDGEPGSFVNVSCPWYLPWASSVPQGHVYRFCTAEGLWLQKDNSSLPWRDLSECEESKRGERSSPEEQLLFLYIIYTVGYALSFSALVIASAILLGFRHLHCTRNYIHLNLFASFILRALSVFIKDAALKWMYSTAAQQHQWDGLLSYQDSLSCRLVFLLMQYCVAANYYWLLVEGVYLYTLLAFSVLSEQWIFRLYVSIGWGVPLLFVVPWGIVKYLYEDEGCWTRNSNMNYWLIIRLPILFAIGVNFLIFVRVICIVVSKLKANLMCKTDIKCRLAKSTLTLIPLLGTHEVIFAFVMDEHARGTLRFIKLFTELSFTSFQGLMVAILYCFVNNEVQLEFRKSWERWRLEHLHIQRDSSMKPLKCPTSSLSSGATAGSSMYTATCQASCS
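HEK293 cells stably co-expressing constitutively active GLP-1R and a cAMP-responsive luciferase reporter were seeded in DMEM with 10% Nu serum, given compounds after 12 h, and incubated 24 h at 37 deg C. Luminescence was then read.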
GLP1R ag: agonists of human GLP-1 receptor. P43220. HEK293 GLP-1R CRE-luciferase, luminescence, 4-6 h; cells express a hypersensitive GLP-1R form. Potency, µM (doses to about 45.6 µM), for inactives: at the top dose activation, most hits filed as activators. 380,000 tested, 0.007% active. AID 624172; further: % of control where 0% means no effect
HT1080 IDH1KD tx: toxicity to HT-1080 IDH1 knockdown cells (counter line); HT-1080 IDH1 knockdown viability, ATP luminescence, 48 h; Potency, µM (doses to about 46.1 µM), for inactives: at the highest dose activity, negative = toxicity, actives largely listed as cytotoxic; 360,000 tested, 2% active; AID 686971;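 further: 0% = DMSO wells and -100% = cell-free medium wells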
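Luminescent ATP read-out (CellTiter-Glo, 10 min at room temperature) after 48 h compound exposure at 37 °C gave viability of IDH1-knockdown HT-1080 cells. Activity was normalised to DMSO and cell-free wells, then fitted as concentration-response curves.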
KB-3-1 tox: kills parental KB-3-1 adenocarcinoma cells | KB-3-1 viability, CellTiter-Glo ATP luminescence, 72 h | Potency, µM (titrated, usually from 46.1 µM), inactives show at the highest dose activity change, negative = cytotoxic, usual class: cytotoxic | 400,000 tested, 1.4% active | AID 1347075; further: on the % scale 0 is the no-effect control and ±100 the full control effect; nearly all actives have a fitted effect of over 60% in size
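Parental KB-3-1 viability, qHTS format: 72 h compound exposure, 37 °C; CellTiter-Glo; media-only wells and DMSO plates as controls; concentration-effect fits on corrected data.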
KB-V1 MDR tox: kills drug-selected multidrug resistant KB-V1 cells; KB-V1 MDR cells viability, CellTiter-Glo, 72 h; 400,000 tested, 3.4% active; AID 1347076; Potency, µM (titrated, usually from 46.1 µM), for the others: at the highest dose activity change, negative = cytotoxicity, most hits filed as cytotoxic; further: on the % scale 0 is the no-effect control and ±100 the full control effect; nearly all actives have a fitted effect of over 60% in size
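Drug-selected KB-V1 cells, grown in DMEM lacking phenol red with 10% FBS, receive compound titrations; after three days at 37 degrees C, surviving cell ATP is quantified by CellTiter-Glo luminescence and responses normalized and curve-fitted.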
GLP1R cytotox: cytotoxicity in counter-screen for GLP-1R inverse agonists; 410,000 tested, 0.13% active; HEK293 cAMP-luciferase reporter cells, luminescence, 24 h; Potency, µM (doses to about 38.3 µM), inactives show at the top dose activity change, negative = inhibition, actives largely listed as inhibitors;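 further: loss of luciferase light is scored as toxicity; on the % scale 0 is the no-effect control and ±100 the full control effect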
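To flag toxic compounds, the library was rerun on cells for 24 hr at 37 deg C and 5% CO2. Viability-linked luminescence was captured 12 min after adding luciferase detection reagent.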
TDP-43 yeast inh: inhibitors of TDP-43 toxicity in yeast | 410,000 tested, 1.8% active | TDP-43 expressing yeast growth rescue, BacTiter-Glo, 24 h | Potency, µM (highest dose often 46.1 µM), for inactives: at the highest dose growth rescue (activation), hits mostly activators; further: % of control where 0% means no effect; nearly all actives have a fitted effect of over 50% in size
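Cell-based yeast growth screen: TDP-43 expression induced in galactose, inoculum OD600=0.02 after raffinose pregrowth to mid-log. Read-out BacTiter-Glo luminescence at 24 hr, 30 deg C; inhibition of toxicity seen as signal increase.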
Numbers without * were called inactive; ? = inconclusive; . = no result given; & = joins results of further samples; [ ] = dose if it differs, or a comment. The call rests on the fitted dose curve; in most records, active means well fitted curve in the direction sought with a large enough effect; inconclusive means small, poorly fitted or top-dose-only effect, or another doubt; inactive means no such curve, though single readings can be large; an effect the other way counts as inactive or inconclusive. Potency means the concentration at half of the fitted maximal effect.

SMILES	SW480 rereplic	HT1080NT lethal	GLP-1R inv ag	GLP1R ag	HT1080 IDH1KD tx	KB-3-1 tox	KB-V1 MDR tox	GLP1R cytotox	TDP-43 yeast inh
COc1cc(/C=N\NC(=O)c2nonc2N)c(OC)cc1Br	0.29µM*	?	-18%	-4%	?	1%	-4%	?	-7%
CCOc1cc(C(=O)OCc2ccc(C(=O)OC)o2)cc(Br)c1OC	-22%	0%	?	10%	8%	5%	1%	-10%	?
O=C(Nc1cc(C(F)(F)F)ccc1N1CCOCC1)c1ccco1	0%	-2%	0%	-2%	0%	-3%	-16%	4%	-18%
Cc1ccc(NNC2CC(=O)N(c3cccc(Cl)c3)C2=O)cc1 (centres undefined)	1%	-22%	?	10%	?	-6%	?	-12%	2%
Cc1cc(C)c(S(=O)(=O)c2ccccc2C)c(OCCN(C)C)n1	-6%	2%	-8%	9%	4%	0%	3%	7%	-1%
COc1ccc2ccc3c(c2c1)N=CC1(O3)N(C)c2ccccc2C1(C)C (centres undefined)	-4%	7.9µM*	1%	-5%	6.3µM*	14%	?	-13%	-2%
Cc1cccc(OCC(=O)Nc2nonc2NC(=O)COc2cccc(C)c2)c1	-9%	8%	-8%	-2%	1%	6%	?	-8%	-1%
CC1=C(C(=O)N(C)C)CC(CC(=O)NCCc2ccccn2)C(=O)N1CCCN1CCCC1=O (centres undefined)	.	6%	20%	0%	-6%	-3%	-16%	0%	7%
CCOc1cc(C(=O)OCc2cc(=O)n3c(C)csc3n2)cc(OCC)c1OCC	.	.	3%	.	.	5%	?	2%	24%
COc1ccc(-c2nc3ccc(Br)cn3c2Cc2ccsc2)cc1OC	.	-18%	15%	11%	-19%	-1%	?	5%	25%
CCOC(=O)c1[nH]c(C(=O)O)c(OC(=O)CC)c1C	6%	25%	21%	13%	?	1%	-6%	4%	1%
Cc1ccc(/C=N/Nc2ccc(Cl)nn2)cc1	-6%	17%	8%	5%	1%	5%	17%	8%	1%
Cc1ccc(S(=O)(=O)NCCCN2CCOCC2)c(C)c1	-6%	-4%	-2%	-2%	-2%	-2%	12%	2%	-3%
CCOc1ccccc1NC(=O)Cc1noc2ccc(C)cc12	.	.	12%	.	.	-5%	-10%	13%	?
CCN(CC)S(=O)(=O)c1ccc(N2CCCC2)c(NS(=O)(=O)c2cccs2)c1	1%	-4%	-9%	23%	-2%	-2%	5%	-3%	20%
O=C(CN1CCN(c2ccc(Cl)cc2)CC1)c1ccccc1	-1%	-9%	6%	-7%	0%	1%	4%	26%	6%
O=[N+]([O-])c1ccc(N2CCN(c3ccc(F)cc3)CC2)nc1	23%	26%	5%	-3%	-2%	0%	-14%	13%	0%
COCCNC(=O)c1ccc(CS(=O)(=O)c2ccc(Cl)cc2)o1	-15%	8%	10%	-9%	9%	-4%	5%	2%	3%
CCOC(=O)N1CCN(C(=O)C(=O)Nc2sc3c(c2C(=O)O)CC(C)(C)OC3)CC1	?	10%	1%	-6%	1%	-3%	15%	-3%	4%
CCOc1cc2sc(N3CCC(C(=O)Nc4ccccc4C(=O)OC)CC3)nc2cc1Br	.	.	7%	.	.	2%	3%	3%	19%
Cc1ccccc1COc1ccc(/C(O)=C2/C(=O)C(=O)N(CCCn3ccnc3)C2c2ccco2)cc1 (centres undefined)	0%	7%	0%	-2%	-5%	2%	13%	2%	-1%
Cc1cc2ccccn2c1C(=O)c1nc(NCc2ccco2)ncc1Cl	3%	-8%	?	15%	-14%	0%	?	-12%	-1%[0.397 µM]
O=C(NCCCN1CCCCC1)c1ccc2c(c1)sc1nc(-c3ccc(F)cc3)cn12	.	.	-5%	.	.	-10%	16µM*	5%	?
COc1ccc(OC)c(NC(=O)CSC2=Nc3ccccc3C3=NC(CC(=O)NCc4ccco4)C(=O)N23)c1 (centres undefined)	.	.	11µM*	.	.	-19%	-20%	17%	4%

3 of the compounds above, with each value named:
> O=C(CN1CCN(c2ccc(Cl)cc2)CC1)c1ccccc1
  SW480 rereplic: -1%; HT1080NT lethal: -9%; GLP-1R inv ag: 6%; GLP1R ag: -7%; HT1080 IDH1KD tx: 0%; KB-3-1 tox: 1%; KB-V1 MDR tox: 4%; GLP1R cytotox: 26%; TDP-43 yeast inh: 6%

> O=[N+]([O-])c1ccc(N2CCN(c3ccc(F)cc3)CC2)nc1
  SW480 rereplic: 23%; HT1080NT lethal: 26%; GLP-1R inv ag: 5%; GLP1R ag: -3%; HT1080 IDH1KD tx: -2%; KB-3-1 tox: 0%; KB-V1 MDR tox: -14%; GLP1R cytotox: 13%; TDP-43 yeast inh: 0%

> COCCNC(=O)c1ccc(CS(=O)(=O)c2ccc(Cl)cc2)o1
  SW480 rereplic: -15%; HT1080NT lethal: 8%; GLP-1R inv ag: 10%; GLP1R ag: -9%; HT1080 IDH1KD tx: 9%; KB-3-1 tox: -4%; KB-V1 MDR tox: 5%; GLP1R cytotox: 2%; TDP-43 yeast inh: 3%

(further entries)
SMILES	SW480 rereplic	HT1080NT lethal	GLP-1R inv ag	GLP1R ag	HT1080 IDH1KD tx	KB-3-1 tox	KB-V1 MDR tox	GLP1R cytotox	TDP-43 yeast inh
COc1ccc(C2=Nc3ccc(C)cc3C(c3ccccc3)N2CC(=O)NN)cc1 (centres undefined)	-1%	-3%	8%	-11%	-13%	6%	7%	-24%	-20%
COc1cc(CNCCO)cc(Br)c1OCc1ccccc1Cl	?	-2%	6.3µM*	-1%	-29%	?	?	?	-29%
Cc1ccc(N(Cc2cc(=O)[nH]c3ccccc23)C(=O)CCl)c(C)c1	23µM*	4.6µM*	5.6µM*	-4%	5.2µM*	18µM*	?	-26%	-4%
CC(=O)N1CCN(C2=NC(=O)C(=C3CCCCC3)S2)CC1	-4%	3%	1%	-3%	0%	-2%	1%	-11%	-16%
Cc1ccccc1Cn1c(=O)n(CCCC(=O)NCc2ccco2)c(=O)c2ccccc21	3%	-17%	-24%	20%	-1%	-1%	-10%	-21%	4%
C=CCOc1ccccc1CN1CCC(C(=O)Nc2cccc(-c3ccn[nH]3)c2)CC1	-22%	-29%	7.9µM*	-7%	-20%	0%	11%	?	-16%
CCCc1nc2ccccc2c(=O)n1/N=C/c1ccccc1O	?	?	4.5µM*	8%	?	0%	16µM*	-4%	-13%
O=c1[nH]c(SCc2ccccc2)nc2ccsc12	0%	-22%	13%[7.66 µM]	4%	-28%	-1%	-14%	-17%[7.66 µM]	20%[9.22 µM]
COc1ccc(Cl)c2sc(N3CCN(C(=O)C4=COCCO4)CC3)nc12	-2%	-4%	?	1%	0%	-22%	-8%	-6%	?
CCN(CC)c1ccc2nc3ccccc3[n+](CC)c2c1	3.7µM*	26µM*	?	-1%	23µM*	3.7µM*	9.2µM*	11µM*	-62%[inhibitor]
COc1ccc(S(=O)(=O)N2CCOCC2)cc1NC(=O)c1ccc(S(=O)(=O)N2CCCCC2)cc1	-3%	2%	7%	-3%	3%	?	-4%	1%	11%
COC(C(=O)Nc1ccnn1C1CCN(Cc2ccc(C)o2)CC1)c1ccccc1 (centres undefined)	1%	3%	0%	5%	-2%	-4%	2%	-2%	0%
CN(C)CC/C=C1\c2ccc(F)cc2Sc2cc(F)c(Cl)cc21	?	?	7.9µM*	-3%	?	-22%	-20%	?	8%
COc1ccccc1CC(=O)N1CCN(c2ccc([N+](=O)[O-])cc2)CC1	-17%	-11%	-15%	14%	-8%	-29%	-9%	-11%	-2%
COc1cc2c(cc1OC)C(C)N(C(=O)c1cc(Cl)nc(Cl)c1)CC2 (centres undefined)	8.2µM*	?	?	5%	?	?	-5%	-25%	-4%
COc1ncnc2c1ncn2CCCN1CCN(C(=O)C2CC2)CC1	.	6%	-4%	-5%	4%	19%	-3%	-8%	0%
CNc1c([N+](=O)[O-])cnn1-c1ccc(Cl)cc1Cl	-15%	-10%	45%[activator]	13%	-1%	?	-27%	5%	0%
CCOC(=O)c1cc(S(=O)(=O)Nc2cccc(OC)c2)cn1C	-26%	8%	19%	9%	-12%	-6%	4%	-10%	4%
O=C(Nc1ncccc1O)c1cccc(S(=O)(=O)N2CCCc3ccccc32)c1	-4%	11%	-18%	-9%	6%	-5%	?	-8%	21%
O=C(CN1C(=O)CCC1=O)Nc1nc(-c2ccc(Cl)s2)cs1	6%&1%	-1%	20%	-8%	-3%	-2%	-8%	12%	11%
CCOc1ccc2[nH]cc(C(=O)N3CCN(CC)CC3)c(=O)c2c1	-3%	19%	-5%	-4%	17%	-8%	4%	-11%	4%
Cc1nn(C(=O)c2cccc([N+](=O)[O-])c2C)c(C)c1S(=O)(=O)N1CCOCC1	.	.	20%	-2%	.	-5%	0%	3%	0%
COC(=O)[C@@]1(Cc2ccc(F)cc2)[C@H]2c3cc(C(=O)N(C)C)n(Cc4ccc(C)c(F)c4F)c3C[C@H]2CN1C(=O)c1ccccc1	.	?	?	-2%	?	?	?	-24%	?
CC(C)N(C(=O)[C@H]1C[C@H](CC(=O)NCCC2=CCCCC2)C(=O)N2CCc3c([nH]c4cc(CCC(=O)N(C)C)ccc34)[C@]12C)C(C)C	2%	1%	-33%	12%	-1%	0%	0%	-11%	11%
Cc1cccc(NC(=O)c2cc(S(=O)(=O)N3CCOCC3)cn2C)c1C	-5%	0%	7%	2%	9%	1%	7%	-13%	7%
OCCC1CN(CCCc2ccccc2)CCN1CCc1ccccc1 (centres undefined)	-6%	-11%	?	-1%	2%	-5%	10%	-8%	6%
CSc1n[nH]c(N)c1S(=O)(=O)c1ccc(Cl)cc1	-12%	-1%	?	2%	12%	2%	1%	1%	4%
CC(C)Oc1ccc(CNC(=O)CCC(=O)N2CC(C)Sc3ccccc32)cc1 (centres undefined)	-7%	19%	?	7%	-3%	1%	-3%	-11%	9%
Cc1cc2nc(SCC(=O)N(C)C)c3c(c2cc1C)CCCC3	-4%	-13%	?	10%	?	3%	3%	-11%	?
CC(NC(=O)c1ccccc1)C(=O)OCC(=O)N1c2ccccc2Sc2ccccc21 (centres undefined)	-4%	2%	-24%	-2%	1%	?	-11%	8%	22%
OCCN1CCN(CC(O)COc2ccc(C34CC5CC(CC(C5)C3)C4)cc2)CC1 (centres undefined)	?	18µM*	?	-3%	23µM*	?	-22%	-4%[7.66 µM]	-22%
